From PubChem BioAssay
TTR transcr act: activators of transthyretin transcription. SH-SY5Y TTR promoter Gaussia luciferase, luminescence; 100% = recombinant luciferase protein wells. activation, % at 16.7 µM. actives 1.3% (n = 92,000);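 active = activation above the mean of all tested compounds plus 3 SD, cut at about 9.5% in these data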;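 also: cells exposed to compounds for one day before reading; 0% = median of all test compound wells on the plate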
Starred values were filed as active, the others as inactive.

mol | TTR transcr act
COCCN(C(=O)C1CCC1)c1c(N)n(CC(C)C)c(=O)[nH]c1=O | 6.3
COc1ccc(S(=O)(=O)N2CCn3c2nc2ccccc23)cc1 | 0.7
O=c1[nH][nH]c(-c2ccccc2)c1C=Nc1cccc(Cl)c1 | -3.3
CC(C)NC(=O)C12CC3CC(C1)CC(C(=O)NC(C)C)(C3)C2 | 2.1
CCOC(=O)c1ccc(S(=O)(=O)N2CCN(C3CC(=O)N(c4ccc(OC)cc4)C3=O)CC2)cc1 (stereo not given) | -0.6
CC(=O)Nc1ccc(S(=O)(=O)Oc2cccc(N3C(=O)C4CC=CCC4C3=O)c2)cc1 (stereo not given) | -2.1
Cc1ccc(-c2nnc(Cc3ccc([N+](=O)[O-])cc3)o2)cc1 | 0.9
Cc1cc(C(=O)CCl)c(C)n1CCc1ccc(Cl)cc1 | -1.9
COc1ccc(-n2c(-c3ccc(Cl)cc3Cl)n[nH]c2=S)c(OC)c1 | 0.1
COc1cc(Cn2c(C(=O)O)cc3sccc32)cc(OC)c1OC | 4.7
Cc1cccn2c(=O)c(/C=C(\C#N)S(=O)(=O)c3ccccc3)c(N3CCCCC3)nc12 | 0.1
Cc1ccc2oc(C(=O)Nc3ccc(S(=O)(=O)Nc4onc(C)c4C)cc3)cc(=O)c2c1 | 3.2

Filtered by structure: those above with an aryl methoxy group.
mol | TTR transcr act
COc1ccc(S(=O)(=O)N2CCn3c2nc2ccccc23)cc1 | 0.7
CCOC(=O)c1ccc(S(=O)(=O)N2CCN(C3CC(=O)N(c4ccc(OC)cc4)C3=O)CC2)cc1 (stereo not given) | -0.6
COc1ccc(-n2c(-c3ccc(Cl)cc3Cl)n[nH]c2=S)c(OC)c1 | 0.1
COc1cc(Cn2c(C(=O)O)cc3sccc32)cc(OC)c1OC | 4.7

(list continues)
mol | TTR transcr act
CC1CCC2(CC1)NC(CO)(CO)CO2 (stereo not given) | 1.3
Nc1nc(-c2ccccc2)nc2nonc12 | 0.0
O=c1[nH]c(CN2CCN(c3ccc(F)cc3)CC2)nc2ccccc12 | -1.3
Cc1nc2cc(NC(=O)COc3ccccc3C#N)ccc2n1-c1ccccc1 | -3.0
O=C(Nc1cccc(Cl)c1)C1COc2ccccc2O1 (stereo not given) | 1.4
CCCCCCCCCOC1OC(CO)C(O)C(O)C1NC(C)=O (stereo not given) | 4.8
O=C(CP(=O)(c1ccccc1)c1ccccc1)Nc1nc2ccccc2s1 | -1.0
C[C@H]1CN([C@@H](C)CO)C(=O)CCCn2cc(nn2)CO[C@@H]1CN(C)C(=O)Nc1ccccc1 | -1.3
O=C(NCc1ccc(F)cc1)c1cnc2sccn2c1=O | 0.8
Nc1c(C(=O)NCCC2=CCCCC2)sc2ccc(S(=O)(=O)N3CCCCC3)cc12 | 0.1
COC(=O)c1sccc1NC(=O)c1ccc(C)o1 | 4.6
COc1cc(/C=C/C(=O)OCC(=O)Nc2oc(C)c3c(C)n[nH]c(=O)c23)ccc1OC(F)F | -1.7
Cc1oc2c(CN3CCCC3)c(O)ccc2c(=O)c1Oc1ccccc1Br | -0.6
CC(=O)c1c(C)[nH]c(C(=O)N(CCc2ccccc2)Cc2ccccc2)c1C | 1.0
Cc1ccc(C(=O)Nc2ncn[nH]2)cc1 | -1.4
COc1ccc(NC(=O)Nc2ccc3c(c2)C(=O)N([C@H](C)CO)C[C@@H](C)[C@@H](CN(C)C(=O)C2CCCCC2)OCCCC[C@H](C)O3)cc1 | -5.0
CCC(=O)Nc1nnc(Sc2ccc(N(C)C)cc2)s1 | 0.5
CCOc1cc(CNc2ccc3c(c2)CCC3)ccc1O | -1.0
CCOC(=O)C(NCCc1ccccc1)(NC(=O)CC)C(F)(F)F (stereo not given) | 5.0
COc1cccc(=O)c2c(C)n(CC(=O)c3ccccc3)c(C)c12 | -2.1
COc1ccc(C(=O)c2c(C)oc3cc([N+](=O)[O-])c(O)c([N+](=O)[O-])c23)cc1 | -1.0
CC(=O)NC1N=C(C)N(c2ccccc2)C1=O (stereo not given) | 1.9
CCOC(=O)COc1ccc(S(=O)(=O)NCC2CCCO2)cc1 (stereo not given) | -0.8
CC(=O)c1cc2c(cc1NC(=O)c1cc(C)nn1-c1ccccc1)OCO2 | -1.1
CC1(C)N=C(SCC(=O)Nc2ccc(Cl)cc2)C(c2ccc(Cl)cc2)=N1 | -1.3
CCn1c(SC)nnc1C1CCN(S(=O)(=O)c2ccc(OC)cc2)CC1 | -0.4
COc1ccc(N2C(=O)CC(N3CCN(Cc4ccc5c(c4)OCO5)CC3)C2=O)cc1 (stereo not given) | 0.3
COc1ccc(S(=O)(=O)NC(=O)C2(C)CCN2C(=O)CCC2CCCC2)cc1OC (stereo not given) | 1.8
COc1ccc(NC(=O)Nc2cccc3c2O[C@H](CN(C)S(C)(=O)=O)[C@@H](C)CN([C@H](C)CO)C3=O)cc1 | 4.9
Cc1cc(SCC(=O)c2cccs2)n2nc(C)c(-c3ccc(Cl)cc3)c2n1 | 3.1
CC1(C)OC(=O)C(=CNC(CO)C(=O)O)C(=O)O1 (stereo not given) | -0.3
Cc1c(Cl)cccc1NC(=S)N1CCCN(Cc2ccccc2F)C1 | 0.1
COc1ccc(-c2cc3cc(C(=O)O)ccn3c2C(=O)c2ccccc2)cc1 | 1.5
Cc1c(Br)c([N+](=O)[O-])nn1CC(=O)Nc1sc2c(c1C(=O)OC(C)C)CCC(C)C2 (stereo not given) | 0.2
C=C1CSc2nc3ccccc3c(=O)n21 | -1.6
CCOC(=O)CC(=O)Nc1cc2ccc(OC)c(OC)c2cc1C(=O)OCC | 0.3
C#CCNC(=O)C[C@H]1C[C@@]2(C(=O)OC)C(=C[C@H](C(C)C)O[C@@H]2C2CC2)N(CCCCCCCC)C1=O | -0.2
CN1CCN(c2cc(=O)n(-c3ccc(Cl)cc3)c(=O)[nH]2)CC1 | 0.6
Cc1ccc(OCCOCCN2CCCC2)c(Br)c1 | -1.5
O=C(CSc1nc2c([nH]c3ccccc32)c(=O)n1-c1ccc(F)cc1)NCc1ccco1 | 0.6
O=C(Cc1ccc(Br)cc1)NNC(=O)Nc1ccc(Cl)cc1 | -2.3
CCCc1ccc2oc(C(=O)N(Cc3ccncc3)CC3CCCO3)c(C)c2c1 (stereo not given) | 7.8
O=C(Nc1cccc(NC(=O)c2cccc(F)c2)n1)c1cccc(F)c1 | 1.1
COc1ccc(NC(=O)CSc2nnc(CN3CCOCC3)n2-c2ccccc2)cc1Cl | 0.3
O=C(NCc1nc2ccccc2[nH]1)c1cccc(S(=O)(=O)N2CCOCC2)c1 | 2.2
FC(F)(F)c1cc(Cl)c2nc(-c3ccccc3)c(Cc3cccc(Cl)c3)n2c1 | -0.3
Cc1noc(C)c1NC(=O)N(C)C[C@H]1OCc2cn(nn2)CCCC(=O)N([C@H](C)CO)C[C@@H]1C | 1.1
COC(=O)[C@@]1(Cc2ccc(F)cc2)[C@H]2c3cc(C(=O)N4CCCC4)n(CCc4ccc(OC)c(Br)c4)c3C[C@H]2CN1C(=O)c1ccccc1 | -2.2
CCCCN(C(=O)NC(=O)C1=C(N2CCOCC2)/C(=C/c2ccccc2)CC1)S(C)(=O)=O | -1.8
O=C(NN=CC=Cc1ccccc1)C(O)C(O)C(=O)NN=CC=Cc1ccccc1 (stereo not given) | -2.6
CC1CCCCC1NC(=O)Cn1c(=O)oc2cc(S(=O)(=O)N3CCCC3)ccc21 (stereo not given) | -1.6
Cc1cc(N/N=C2\CC(C)CC(C)(C)C2)nc2ccccc12 (stereo not given) | -0.4
COC(=O)c1ccccc1NC(=O)c1cnn2c(C(F)F)cc(C3CC3)nc12 | -1.0
O=C(NCc1ccccn1)c1ccc(Cl)cc1Cl | 0.3
COc1ccc(/C=N/n2c(-c3n[nH]c4c3CCC4)n[nH]c2=S)c(OC)c1OC | 5.3
COC(=O)[C@@]1(Cc2ccccc2)[C@H]2C(=O)N(C)C(=O)[C@H]2[C@H]2CN=C(SCc3ccc(Cl)cc3)N21 | -0.2
Cc1cc(NC(=O)c2cnn3cccnc23)n(-c2ccccc2)n1 | -2.3
Cn1c(SCC(=O)OCc2ccccc2)nnc1-c1ccco1 | -0.9
O=C1N=C(N2CCN(c3ccccc3)CC2)S/C1=C/c1ccco1 | -0.5
O=C1c2ccccc2C(=O)N1CCCn1ccnc1 | 1.3

Carrying on:
mol | TTR transcr act
Cc1cccc(NC(=O)c2ccc(S(=O)(=O)N3CCCCCC3)cc2)n1 | -1.7
Cc1ccc(-c2cc(Cc3cccs3)c(=O)[nH]n2)cc1 | -2.2
O=C(NCc1cccnc1)c1ccc2sc([C@H]3C[C@H](O)[C@@H](CO)O3)nc2c1 | -0.7
CCCCCCCNC1=CC(=O)CC(c2ccccc2)C1 (stereo not given) | -2.6
CCn1nc(C)cc1C(=O)Sc1ccc(C)cc1 | -1.0
O=C1CCCC2=C1C1(CCCC1)N=C(Nc1nc3ccccc3o1)N2 | -1.0
C[C@H](NC(=O)N1CCn2c1nc1ccccc12)C(=O)NCc1ccccc1 | 0.2
C[C@@H]1CN([C@@H](C)CO)C(=O)CCCn2nncc2CO[C@@H]1CN(C)C(=O)Nc1cccc(C(F)(F)F)c1 | 0.3
Cc1cc(C(F)(F)F)nn2cnnc12 | 2.0
O=C(c1ccccc1)C1CN(Cc2ccccc2)CCC1(O)c1ccccc1 (stereo not given) | 3.7
Cc1cccc(C)c1Oc1nc(-c2ccccc2)ncc1S(=O)(=O)c1ccccc1 | 27*
COC(=O)C(NS(=O)(=O)c1ccccc1Cl)c1ccccc1 (stereo not given) | -1.4

A draw from above in order of molar mass, lowest first.
mol | TTR transcr act
CCn1nc(C)cc1C(=O)Sc1ccc(C)cc1 | -1.0
Cc1ccc(-c2cc(Cc3cccs3)c(=O)[nH]n2)cc1 | -2.2
COC(=O)C(NS(=O)(=O)c1ccccc1Cl)c1ccccc1 (stereo not given) | -1.4
Cc1cccc(C)c1Oc1nc(-c2ccccc2)ncc1S(=O)(=O)c1ccccc1 | 27*

Next part.
mol | TTR transcr act
CC[C@@]1(C(=O)OC)N[C@H](CN(C)S(=O)(=O)c2ccc(-c3ccccc3)cc2)[C@@H]2C(=O)N(C)C(=O)[C@@H]21 | 0.1
CCOC(=O)Cc1csc(NC(=O)COc2ccc(OC)cc2)n1 | 1.1
Cc1ccc(NCC(=O)N=Nc2c(O)n(C)c3ccccc23)cc1 | 2.5
Cc1ccccc1CN1CCCCC(NC(=O)Nc2cccc(F)c2)C1=O (stereo not given) | -0.2
O=C1N[C@@H](c2ccccc2)COC(=O)[C@@H](Cc2ccc(F)cc2)CC/C=C/C[C@H]1CC(=O)N(CCO)Cc1ccccc1 | -3.6
Cc1ccccc1-n1nnnc1-c1ccccc1 | -1.6
Cc1ccc2c(c1)N(CC(=O)c1cccc(Cl)c1)C(=O)C(C)O2 (stereo not given) | 1.4
COC(=O)c1ccc(N2C(c3cc(OC)cc(OC)c3)=Cc3ccc(-c4ccc(C(N)=O)cc4)cc3C2CC(=O)C2CC2)cc1 (stereo not given) | 1.1
CCc1c(C)sc(NC(=O)c2cc(-c3ccco3)on2)c1C#N | -3.1
CC(OC(=O)c1ccc2ccccc2n1)C(=O)c1ccccc1 (stereo not given) | 0.1
Cc1ccc(Nc2cc(C)nc(N3CCOCC3)n2)c(C)c1 | 1.5
CCCNc1[nH]c(=O)n(C)c(=O)c1N=O | 2.8
CC1CC(C)CN(CC(O)COC2CC(C)CC(C)(C)C2)C1 (stereo not given) | 0.7
O=C(CCc1ccccc1)N1CCN(C(=O)CCc2ccccc2)CC1 | 0.6
O=C(c1ccco1)N1CCN(Cc2nnnn2CC2CCCO2)CC1 (stereo not given) | -0.7
Cc1cc(C)cc(C(=O)NC(CC(N)=O)c2ccc(NCC3CC3)c([N+](=O)[O-])c2)c1 (stereo not given) | 3.0
CCOc1ccc(CCNC(=O)C2CCCN(c3nn4c(=O)cc(C)nc4s3)C2)cc1OCC (stereo not given) | -0.8
O=C(Cc1ccc([N+](=O)[O-])cc1)NCc1ccccn1 | 1.4
Cc1sc(N/N=C/c2cc([N+](=O)[O-])ccc2O)nc1-c1ccccc1 | 0.5
C/C(=N\NC(=O)Cc1ccccc1)c1cccs1 | -1.4
CN1CCN(C(=O)C23CCC(C)(C(=O)C2Br)C3(C)C)CC1 (stereo not given) | 0.7
O=C(N/N=C/c1ccccc1)c1cc(=O)[nH]c2ccccc12 | 0.1
CCN1C(=O)[C@H]2[C@H]3CN=C(SCC4CC4)N3[C@@](CC)(C(=O)OC)[C@H]2C1=O | 0.9
COc1ccccc1NC(=O)N(C)C[C@@H]1OCc2cnnn2CCCC(=O)N([C@@H](C)CO)C[C@@H]1C | 1.8
Cc1ccc(NC(=O)c2cc(N3C(=O)C=CC3=O)ccc2N2CCOCC2)cc1Cl | -4.3
COc1cccc(-c2cc(C(=O)NCc3ccco3)no2)c1 | 4.4
CC(Sc1nc(-c2ccc(F)cc2)cs1)C(=O)N1c2ccccc2CC1C (stereo not given) | -0.2
CC(=O)c1sc2nc(CSc3nncn3C)[nH]c(=O)c2c1C | 1.3
CCOc1ccc(CC(=O)Nc2c(C(N)=O)oc3ccccc23)cc1OCC | -1.4
CC1(C)CC(=O)C2=C(C1)Nc1ccccc1N(C(=O)C1CC1)C2c1ccco1 (stereo not given) | -1.4
COc1ccccc1C(C)NC(=O)CCNC(=O)c1ccc(Cl)cc1 (stereo not given) | -0.7
O=S(=O)(c1cccs1)N1CN(CC2CCCO2)c2nc3ccccc3nc21 (stereo not given) | -2.1
COc1ccc2[nH]c(=O)c(CN(Cc3cccs3)S(=O)(=O)c3c(C)ccc4nsnc34)cc2c1 | -4.5

Only part of the results is shown (hit frequency here may not be typical).
